GC-A act: GC-A (human) enzyme activation; P16066; HEK293 GC-A cells, cGMP TR-FRET, EC30 ANP; 0% at EC30 ANP, 100% saturating ANP; activation, % at 10 µM; actives 0.14% (n = 370,000); AID 1671463; in the data active means activation above about 40%
hgDAF12 agonist: hgDAF-12 agonism, primary luciferase screen; AID 687014; actives 1.8% (n = 370,000); activation, % at 6.8 µM; HEK293 GAL4-hgDAF12 UAS-luciferase reporter, agonist luminescence; normalized to butyrate control;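 active means activation above a cutoff set at the mean of all screened compounds plus 3 SD, cut at about 10% in these data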;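 further: 0% = DMSO wells and 100% = sodium butyrate wells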
ADAM17 inh: ADAM17 inhibition, QFRET primary screen; inhibition, % at 6.95 µM; P78536; AID 720648; actives 0.83% (n = 370,000); recombinant ADAM17, EDANS/DABCYL FRET peptide cleavage;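 active means inhibition above the mean of compounds lying between control limits plus 3 SD, set per campaign, cut at about 8.5% in these data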;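 further: 0% = DMSO-only wells as the low control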
ADAM10 inh: ADAM10 inhibition, QFRET primary screen; actives 0.62% (n = 370,000); AID 720582; recombinant ADAM10, EDANS/DABCYL FRET peptide cleavage, 3 h; inhibition, % at 7 µM;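 active means inhibition above a per-campaign cutoff equal to the mean of compounds falling between control-based bounds plus 3 SD, cut at about 20% in these data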;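 further: 0% = DMSO wells while the 100% control is not disclosed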
Target sequence (O14672 214-748 limits assumed): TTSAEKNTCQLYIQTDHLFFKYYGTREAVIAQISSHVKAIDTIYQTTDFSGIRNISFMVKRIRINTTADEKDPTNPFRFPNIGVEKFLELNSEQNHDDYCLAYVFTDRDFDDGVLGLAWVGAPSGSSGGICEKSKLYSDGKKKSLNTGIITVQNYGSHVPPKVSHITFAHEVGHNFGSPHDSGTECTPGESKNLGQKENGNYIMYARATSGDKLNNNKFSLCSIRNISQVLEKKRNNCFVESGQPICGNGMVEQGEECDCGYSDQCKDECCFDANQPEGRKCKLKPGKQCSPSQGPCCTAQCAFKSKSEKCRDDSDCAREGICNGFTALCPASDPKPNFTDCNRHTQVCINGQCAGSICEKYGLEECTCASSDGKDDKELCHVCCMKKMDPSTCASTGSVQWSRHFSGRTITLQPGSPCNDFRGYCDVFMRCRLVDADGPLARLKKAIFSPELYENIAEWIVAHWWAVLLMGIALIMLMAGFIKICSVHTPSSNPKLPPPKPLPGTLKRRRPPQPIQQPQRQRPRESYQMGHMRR
FXN GAA850 act: increases GAA850 frataxin promoter reporter activity; activation, % at 6 µM; actives 0.56% (n = 360,000); HEK293 lucGAA850 FXN promoter luciferase reporter, 24 h; percent of 10 µM SAHA response;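 active means activation above the average of all compounds screened plus 3 SD, cutoff fixed separately per campaign, cut at about 7.5% in these data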;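 further: 0% = DMSO wells and 100% = 10 µM SAHA wells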
ssDAF12 agonist: activates DAF-12 receptor from parasite S. stercoralis | activation, % at 6.8 µM | HEK293 ssDAF-12/GRIP1 lit1-tk-luc reporter, luminescence; % of 3 µM dafachronic acid response | actives 1% (n = 370,000);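 active means activation above the mean over all tested compounds plus 3 SD, cut at about 0.9% in these data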;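 further: 0% = DMSO-only wells and 100% = 3 µM delta7-dafachronic acid wells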
hcDAF12 agonist: activates DAF-12 receptor from parasite H. contortus. HEK293 hcDAF-12 lit1-tk-luc reporter, luminescence; 0% DMSO, 100% Δ7-dafachronic acid. activation, % at 6.8 µM. actives 1.4% (n = 370,000);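 active means activation above the mean of all tested compounds plus 3 SD, cut at about 5.5% in these data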;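 further: 100% = response to 3 µM Δ7-dafachronic acid high control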
PG9 Ab binder: small molecules binding HIV-1 gp120 antibody PG9. TR-FRET gp120-PG9 antibody binding. inhibition, % at 6.7 µM. actives 0.43% (n = 360,000); in the data active means inhibition above about 8.5%
DAX1 inh-1: blocks DAX1 repression of SF-1 activated StAR promoter; HEK293T StAR-luciferase reporter, SF-1/DAX-1 repression relief; actives 1.1% (n = 370,000); AID 652010; inhibition, % at 6.8 µM;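 active means inhibition above the mean over all tested compounds plus 3 SD, cut at about 3.6% in these data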;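 further: 0% = DAX-1 cells with DMSO and 100% = cells lacking DAX-1 with DMSO; higher inhibition means more luminescence from relief of DAX-1 repression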
DAX1 inh-2: NR0B1 (DAX1) inhibition | HEK293 Gal4-DAX1 luciferase reporter, luminescence | inhibition, % at 6.75 µM | actives 0.99% (n = 340,000) | AID 504766;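 active means inhibition above the mean over all tested compounds plus 3 SD, cut at about 4.2% in these data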;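 further: 0% = DAX1-transfected cells with DMSO and 100% = empty-vector control cells with DMSO; inhibition shows as a rise in luminescence from relieved DAX1 repression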
Target sequence (P51843 207-470 limits assumed): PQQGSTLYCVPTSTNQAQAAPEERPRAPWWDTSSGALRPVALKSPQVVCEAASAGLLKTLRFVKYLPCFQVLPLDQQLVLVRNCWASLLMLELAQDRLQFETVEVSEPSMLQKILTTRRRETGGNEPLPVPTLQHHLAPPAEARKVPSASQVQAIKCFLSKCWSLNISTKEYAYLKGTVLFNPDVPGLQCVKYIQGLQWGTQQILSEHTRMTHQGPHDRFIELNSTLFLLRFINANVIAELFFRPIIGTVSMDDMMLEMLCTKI
SMARCA2 act: SMARCA2 function activation, primary screen; AID 652017; actives 1% (n = 370,000); activation, % at 9.1 µM; MG213 cells, MMTV-luciferase reporter, dexamethasone, overnight; in the data active means activation above about 7.8%;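 further: 0% = vehicle wells and 100% = reference activator wells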
* hit, by the source's call; i = inactive; . = no result given.

SMILES	GC-A act	hgDAF12 agonist	ADAM17 inh	ADAM10 inh	FXN GAA850 act	ssDAF12 agonist	hcDAF12 agonist	PG9 Ab binder	DAX1 inh-1	DAX1 inh-2	SMARCA2 act
Cc1cc(C(=S)N2CCOCC2)c(C)n1-c1ccc(F)cc1	0.1	-2.1	-2.9	-7.9	1.2	0.2	-0.1	2.2	-0.4	0.6	0.4
O=C(CS(=O)(=O)c1c[nH]c2ccccc12)N1CCCc2ccccc21	-1.6	0.2	-0.6	-5.8	2.8	-0.1	-0.1	-2.1	-1.1	2.9	-1.2
CCOc1ccccc1NC(=O)CSc1ccc(-c2sc(C)nc2C)nn1	3.5	-5.0	-1.0	2.9	2.6	-1.7	-4.2	-2.9	-1.3	-0.3	-2.2
CCOC(=O)N1CCC(NS(=O)(=O)c2ccc(C)c(Cl)c2)CC1	-4.2	-1.9	-5.0	-7.1	-0.1	-1.6	-1.8	-0.9	-0.6	.	-3.5
O=S(=O)(c1ccc(C2CCCCC2)cc1)N1CCN(c2ncccn2)CC1	2.5	-0.3	-4.3	-7.5	-1.3	-1.5	-1.3	0.6	0.7	-0.3	-4.2
Cc1cc([N+](=O)[O-])nn1Cc1ccc(C(=O)N/N=C/c2ccc(F)cc2)cc1	1.5	-1.6	1.1	2.9	0.3	-1.2	-1.3	-1.1	0.0	0.1	-1.0
COc1ccc(NC(=O)COc2cccc3c2CCN(Cc2cccnc2)C3=O)c(OC)c1	8.0	-1.4	-0.5	0.7	6.4	-1.7	-3.3	1.5	-1.7	-1.1	1.9
Cc1cccc(-c2nc(C#N)c(NC3CCCCC3)o2)c1	-3.0	7.8	-69.1	-340.8	7.1	-0.2	1.6	-1.8	1.9	1.0	1.0
Cc1ccc(C)c(NS(=O)(=O)c2ccc3c(c2)Cc2cc(S(=O)(=O)Nc4cc(C)ccc4C)ccc2-3)c1	4.0	-1.6	0.0	7.0	3.9	-1.3	-3.2	-3.1	0.7	-0.8	-3.2
Cc1cccc(OC[C@@H](O)CN2CCC(C(O)(c3ccccc3)c3ccccc3)CC2)c1	-14.3	-0.1	1.4	-7.4	.	0.2	0.3	.	-1.6	.	-3.2
CCN(CC)S(=O)(=O)c1ccc(-c2nnc(SCc3nnc(-c4ccc(C)cc4)o3)o2)cc1	-10.3	-0.2	5.6	-4.1	-1.1	-1.2	0.5	-1.2	0.4	0.7	0.9
Cc1nn(C)c(C(=O)NNC(=S)Nc2ccc(F)cc2)c1[N+](=O)[O-]	0.5	2.4	-3.2	4.5	-0.2	-1.1	-0.5	1.2	0.0	1.1	-4.4

Retrieved by compound from above:
SMILES	GC-A act	hgDAF12 agonist	ADAM17 inh	ADAM10 inh	FXN GAA850 act	ssDAF12 agonist	hcDAF12 agonist	PG9 Ab binder	DAX1 inh-1	DAX1 inh-2	SMARCA2 act
Cc1cccc(-c2nc(C#N)c(NC3CCCCC3)o2)c1	-3.0	7.8	-69.1	-340.8	7.1	-0.2	1.6	-1.8	1.9	1.0	1.0
Cc1cccc(OC[C@@H](O)CN2CCC(C(O)(c3ccccc3)c3ccccc3)CC2)c1	-14.3	-0.1	1.4	-7.4	.	0.2	0.3	.	-1.6	.	-3.2
Cc1cc([N+](=O)[O-])nn1Cc1ccc(C(=O)N/N=C/c2ccc(F)cc2)cc1	1.5	-1.6	1.1	2.9	0.3	-1.2	-1.3	-1.1	0.0	0.1	-1.0
CCOc1ccccc1NC(=O)CSc1ccc(-c2sc(C)nc2C)nn1	3.5	-5.0	-1.0	2.9	2.6	-1.7	-4.2	-2.9	-1.3	-0.3	-2.2
Cc1cc(C(=S)N2CCOCC2)c(C)n1-c1ccc(F)cc1	0.1	-2.1	-2.9	-7.9	1.2	0.2	-0.1	2.2	-0.4	0.6	0.4

Additional entries:
SMILES	GC-A act	hgDAF12 agonist	ADAM17 inh	ADAM10 inh	FXN GAA850 act	ssDAF12 agonist	hcDAF12 agonist	PG9 Ab binder	DAX1 inh-1	DAX1 inh-2	SMARCA2 act
CCOC(=O)C1=C(C)NC(=O)NC1c1cccc(OC)c1OCc1ccccc1Cl (stereo not drawn)	2.3	-0.1	-3.0	-6.3	0.0	0.3	0.2	1.3	-0.4	-1.8	-4.7
CCOC(=O)C1=CC[C@@H](c2ccccc2)N(S(=O)(=O)c2ccc(C)cc2)[C@H]1c1ccccc1C	-7.2	1.1	-5.7	-16.9	.	-0.4	-0.5	1.4	-0.5	.	-4.8
O=C(Nc1ccc2c(c1)OCCO2)C1CCCN(S(=O)(=O)c2cnc[nH]2)C1 (stereo not drawn)	-6.9	-4.2	-0.6	-4.0	-0.7	-1.2	-0.1	2.2	-0.1	0.3	0.3
Cc1nnc(N2CCN(c3ccccc3)CC2)[nH]c1=O	0.0	1.9	-5.4	0.9	-1.4	-0.6	-1.3	-0.2	-0.9	1.3	-0.3
CCN(C(=S)Nc1cccc(C)c1)c1ccccc1	-0.2	0.0	0.5	0.8	3.3	-1.0	-1.3	-0.5	0.1	-0.3	-2.9
O=C(NCc1cccs1)C1CC(c2ccc(Cl)cc2)=NO1 (stereo not drawn)	-12.2	0.5	3.2	5.0	1.4	0.7	-0.4	-1.4	0.9	1.5	0.8
Cc1ccc(-c2csc(NC(=O)CN3C(=O)CCC3=O)n2)cc1	54.7*	-0.7	-5.0	-9.8	2.3	-0.3	-0.9	1.3	-0.6	1.7	-1.8
CC(NC(=O)c1ccccc1)C(=O)Nc1ccccc1 (stereo not drawn)	-1.2	0.8	-1.7	-11.3	0.0	-1.1	-0.5	0.0	0.5	1.7	-0.7
O=C(c1ccccn1)c1ccc2ccccc2n1	-1.7	1.4	-2.9	-2.7	1.8	-0.9	3.0	-3.0	0.1	.	-2.0
CC(C)(C)c1ccc(CC(=O)N2CCC2(C)C(=O)NS(=O)(=O)c2ccccc2C(F)(F)F)cc1 (stereo not drawn)	2.0	-1.5	-1.7	-7.1	0.4	-1.5	1.1	-0.9	0.3	.	-2.6
CNC(=O)CN(c1cc(OCCOC)c(Cl)cc1Cl)S(=O)(=O)c1ccccc1	1.4	-1.2	1.1	-4.0	-0.7	-0.9	-1.6	-0.8	0.3	-0.6	-0.7
Cc1ccc2oc(=O)cc(CN3CC(C)OC(C)C3)c2c1 (stereo not drawn)	0.6	-0.4	-1.2	-11.0	2.9	-0.8	-2.4	-0.3	-0.1	0.5	-2.0
C/C(=N\NC(=O)c1cc(C)oc1C)c1ccc(C)c([N+](=O)[O-])c1	-1.9	4.3	-0.9	-6.6	1.4	-1.1	-0.9	-2.0	3.4	-0.4	-1.4
COC(=O)CSc1cc(C)nc(NC(C)=O)n1	1.0	-0.4	0.6	-1.4	-2.9	-0.8	-2.2	0.7	0.5	-1.4	-0.5
CC1CN(CCCSc2ccc(Cl)cc2)CC(C)O1 (stereo not drawn)	1.1	-2.7	-2.0	0.7	1.1	-0.8	-1.3	-0.8	-0.9	-0.2	-0.3
CCn1ncc(/C=N\NC(=O)c2ccc3c(c2)c(C)c(C)n3Cc2ccccc2)c1C	9.6	-0.7	-1.8	1.3	3.0	-1.8	-1.2	-0.8	-0.9	-0.1	-3.9
CC(=O)N1CCC(C(=O)Nc2ccc3c(c2)CCC3)CC1	0.8	-0.8	-3.3	-5.0	3.1	-1.2	0.7	1.3	-0.1	3.9	-1.6
CN(C)c1ccccc1C(=O)N1CCC(n2nccc2NC(=O)C2CC2)CC1	2.1	-0.5	-3.3	-5.4	0.3	-0.7	2.9	0.5	-0.7	0.4	4.1
COc1ccc(C(=O)c2nccc3ccccc23)cc1	3.1	-0.4	-0.3	-1.2	0.5	-1.0	-0.9	-0.4	0.5	0.3	3.9
COc1cc(C(=O)OCC(=O)N2CCNC2=O)cc(Cl)c1OC	1.8	-2.4	-9.3	-0.1	0.0	-0.6	-0.7	0.7	0.6	0.3	-3.9
COC(=O)C1CN(Cc2ccccc2)CCS(=O)(=O)N1Cc1ccc(C)cc1 (stereo not drawn)	-6.2	-3.4	-3.4	-4.7	.	-1.7	-2.3	.	-1.6	.	-0.7
CC1CN(C(=O)COC(=O)[C@@H](NC(=O)c2ccccc2Cl)C(C)C)CC(C)O1 (stereo partly drawn)	3.6	0.0	0.9	-12.0	1.8	-1.7	0.0	1.3	0.2	1.3	-0.5
CC(C)C(C(=O)Nc1ccccc1F)N1C(=O)c2ccccc2C1=O (stereo not drawn)	-1.0	4.9	-1.9	-5.7	2.1	2.1*	8.0*	-1.1	-0.4	0.8	0.7
CC[C@@]12C(=O)N(c3ccccc3)C(=O)N1[C@H](c1cccc(C)c1)[C@@H]1C(=O)N(Cc3ccccc3)C(=O)[C@@H]12	-7.6	3.4	4.3	13.6	1.6	0.0	0.0	-0.8	0.1	0.0	1.1
Cc1cc(NC(=O)CSc2nc(C(C)C)nc3sc4c(c23)CCC(C)C4)no1 (stereo not drawn)	15.7	-0.6	0.3	0.2	1.7	-1.2	-1.3	-0.9	0.5	1.1	6.4
COc1ccc(OC)c(/C=C/C(=O)Nc2cccc(S(=O)(=O)NC3=NCCCCC3)c2)c1	5.5	-2.5	-203.8	i	1.7	-1.7	-1.7	1.1	-3.4	-0.4	-2.0
CCCOc1ccc(F)cc1-c1cc(C(=O)NCCOC)[nH]n1	4.0	0.8	3.8	-1.2	0.1	-1.3	-3.3	0.3	-1.2	.	2.8
CCOC(=O)C1=C(C)Nc2ncnn2C1c1cccnc1 (stereo not drawn)	3.8	2.5	-2.6	-1.7	0.0	-0.9	-2.2	0.8	-0.3	-0.3	1.2
COc1ccc2cc(CN(CC3CCCO3)C(=O)Nc3ccccc3)c(=O)[nH]c2c1 (stereo not drawn)	2.0	-3.1	0.8	-9.2	-1.8	-1.3	-0.1	0.4	0.0	0.8	-0.9
CC1(C)C=C(c2ccc(C(=O)O)s2)CC(C)(C)N1	2.3	8.1	2.2	-5.9	1.8	-0.9	1.3	1.2	0.4	3.6	0.3
C=CCn1c(SCC(=O)N2CC(=O)Nc3ccccc32)nc2scc(-c3cccs3)c2c1=O	-25.7	-3.3	1.4	5.7	-3.3	-1.1	-2.7	-1.3	-1.8	2.5	-2.5
COCC(=O)Nc1ccc2c(c1)OCC(=O)N2Cc1ccccc1F	1.9	-1.5	-3.5	-6.7	0.3	-0.7	-2.4	2.1	-0.7	-0.8	-3.5
O=C(O)CN1C(=O)C(=O)N(Cc2ccc(Cl)c(Cl)c2)C1=O	0.2	0.2	0.0	4.3	-1.1	-0.9	-0.1	-0.8	0.0	-0.6	3.8

Records above printed as active in GC-A act:
Molecule | GC-A act | ADAM17 inh | ADAM10 inh | ssDAF12 agonist | hcDAF12 agonist | PG9 Ab binder | DAX1 inh-1 | DAX1 inh-2 | SMARCA2 act
Cc1ccc(-c2csc(NC(=O)CN3C(=O)CCC3=O)n2)cc1 | 54.7* | -5.0 | -9.8 | -0.3 | -0.9 | 1.3 | -0.6 | 1.7 | -1.8

Source: PubChem (several laboratories)
